High-throughput results as filed in PubChem BioAssay.
XIAP displacement: XIAP antagonists, biochemical, IAP family, fluorescence polarization (AID 1018); XIAP BIR domain, fluorescence polarization peptide displacement; higher % means a stronger effect; 0.007% of 200,000 active; E3 ubiquitin-protein ligase XIAP (Homo sapiens); displacement, % at 20 µM; hits with a dose series show IC50 in µM; in the data active means displacement above about 50%; further: a part of the inactive calls stands beside numbers as strong as those of hits
human PMI inhibitors: human PMI inhibitors, high substrate, primary screen, biochemical, fluorescence intensity, high mannose 6-phosphate (AID 1220); recombinant PMI enzyme, coupled fluorescence intensity; higher % means a stronger effect; one-dose inhibition, % at 20 µM; IC50 in µM for titrated hits; 0.66% of 190,000 active
AID2073: inhibitors of Mint1-CaV2.2 protein interaction, biochemical, HTRF (AID 2073). inhibition, % at 20 µM, or IC50 in µM where a hit was titrated. Voltage-dependent N-type calcium channel subunit alpha-1B (Homo sapiens). HTRF protein-protein interaction, Mint1-CaV2.2; higher % means a stronger effect. 0.19% of 290,000 active; in the data active means inhibition mostly above about 51%, no sharp cut-off; further: some results filed as inactive read as strong as hits
M1AAP inhibition: P. falciparum M1AAP inhibitors, biochemical, fluorogenic H-Leu-NHMec substrate, 1536-well (AID 1445); Aminopeptidase N (Plasmodium falciparum (isolate 3D7)); recombinant M1AAP, H-Leu-NHMec fluorogenic kinetic assay; higher % means a stronger effect; inhibition, % at 30 µM, or IC50 in µM where a hit was titrated; 0.42% of 220,000 active;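 active means primary inhibition above the hit cutoff, then over 50% inhibition at one or more dose response concentrations, cut at about 23% in these data, passing the limit was not always enough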;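 further: plate controls were DMSO full reaction for no effect and no enzyme background for full effect; strong numbers were not always called active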
M17LAP inhibition: P. falciparum M17LAP inhibitors, primary screen, biochemical, fluorogenic H-Leu-NHMec substrate, 1536-well (AID 1619); recombinant M17LAP, H-Leu-NHMec fluorogenic kinetic assay; higher % means a stronger effect; one-dose inhibition, % at 30 µM; IC50 in µM for titrated hits; 0.38% of 220,000 active; Leucine aminopeptidase (Plasmodium falciparum (isolate 3D7));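 active means compound inhibiting the enzyme by more than half at any dose during confirmatory dose-response retesting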;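 further: plate controls were full reaction with DMSO carrier for no effect and no enzyme background for full effect; strong numbers were not always called active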
SIAH1 antagonists: Siah-1 peptide-binding antagonists, primary screen, biochemical, fluorescence polarization, rhodamine-plectin, uHTS (AID 1817). E3 ubiquitin-protein ligase SIAH1 (Homo sapiens). Siah-1 / rhodamine-plectin peptide fluorescence polarization; higher % means a stronger effect. displacement, % at 20 µM, or IC50 in µM where a hit was titrated. 0.02% of 290,000 active;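 active means displacement of at least 50% at 20 µM, with a fluorescence ratio check between 0.3 and a set limit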;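 further: plate controls were Siah plus tracer with DMSO for no effect and tracer alone without Siah for full effect; strong numbers were not always called active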
LYP phosphatase: inhibitors of LYP phosphatase, biochemical, fluorescence intensity, uHTS (AID 1779) | recombinant LYP phosphatase, fluorescence intensity; higher % means a stronger effect | inhibition, % at 11.5 µM, or IC50 in µM where a hit was titrated | 0.054% of 290,000 active;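 further: plate controls were vehicle with enzyme for no effect and no enzyme for full effect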
human PMI inhibition: inhibitors of human PMI, primary screen, biochemical, fluorescence intensity, coupled assay (AID 1209); Mannose-6-phosphate isomerase (Homo sapiens); inhibition, % at 20 µM, or IC50 in µM where a hit was titrated; 0.42% of 190,000 active; purified PMI enzyme, coupled fluorescence intensity; higher % means a stronger effect;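 further: plate controls were DMSO vehicle for no effect and wells lacking substrate for full effect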
Dynein transport: inhibitors of GR-EGFP nuclear translocation, primary screen, dynein cargo transport inhibitor project, imaging, high-content, 3617.4 mouse cells; test concentration mostly 20 µM; stimulated with dexamethasone, 1 µM; hits give low values; z-score, hits read low; 0.47% of 220,000 active; AID 1381, 2008;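 active means plate z-score of nuclear minus cytoplasmic receptor signal below a set negative limit, without overly bright fluorescence or cell loss, cut at about -3.5 in these data, passing the limit was not always enough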;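 further: z-score of nuclear minus cytoplasmic ring GR-EGFP intensity difference per well; some compounds called inactive have numbers as strong as hits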
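Schedule: 48 h induction, then 1 h compound, then 30 min agonist, 37 °C. Buffer or medium: tetracycline-free induction medium containing charcoal-stripped FBS. Reagent: 1.0 µM final dexamethasone stimulus. Evaluation: nuclear versus cytoplasmic GR-EGFP signal, averaged per well. Signal: high-content fluorescence imaging after fixation.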
Dynein transport cytoplasmic EGFP: second read-out of Dynein transport, no call of its own (marks repeat the call); z-score; measured here: cytoplasmic GR-EGFP intensity; hits give high values
Dynein transport nuclear GR-EGFP: further read-out of Dynein transport, marked with its call; z-score; measured here: nuclear GR-EGFP intensity;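 lower value marks the stronger effect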
Dynein transport cell count: further read-out of Dynein transport, marked with its call; z-score; measured here: cell count per field
* hit, by the source's call; nt = no result given. Unless noted, no stated cut-off is given here; in the data, active means inhibition above about 50%; inactive means the rest.

human PMI inhibition | LYP phosphatase | Dynein transport | XIAP displacement | Dynein transport nuclear GR-EGFP | Dynein transport cytoplasmic EGFP | human PMI inhibitors | Molecule | SIAH1 antagonists | M17LAP inhibition | AID2073 | Dynein transport cell count | M1AAP inhibition
-0.7% | -5.6% | -0.42 | 1.1% | -0.38 | -0.272 | -0.3% | COCCn1c(C)cc(/C=C2/NC(=O)N(c3ccc(Cl)cc3)C2=O)c1C | 1.4% | 21.5% | 12.0% | -0.111 | 9.6%
-11.6% | -5.4% | 0.706 | -5.4% | 0.6 | -0.255 | 6.5% | CCCS(=O)(=O)N1CCN(c2cc3c(cc2[N+](=O)[O-])n(C)c(=O)n3C)CC1 | -1.3% | -1.9% | -11.6% | -0.656 | 0.1%
7.5% | -8.0% | -0.82 | -11.9% | -0.174 | -0.17 | 4.0% | Cc1ccc(C)c2[nH]c(=O)c(C(c3nnnn3Cc3ccco3)N3CCc4ccccc4C3)cc12 (stereo unspecified) | 6.6% | 24.8% | 41.0% | -0.851 | 24.6%*
-7.1% | 1.2% | -0.0195 | -4.7% | 0.0559 | 0.0233 | -10.8% | CCn1c(=O)cc(SCC(=O)N2CCN(C)CC2)c2ccccc21 | 0.5% | -0.1% | 13.8% | 0.169 | -0.4%
nt | -11.2% | 0.0474 | nt | 0.703 | -0.154 | nt | C/C(=N\N1CCN(Cc2ccccc2Cl)CC1)c1ccc([N+](=O)[O-])cc1 | 0.7% | 0.9% | 1.8% | -2.09 | 3.4%
14.2% | -1.9% | -0.718 | -6.1% | 0.381 | -0.317 | 12.4% | O=c1c(Cc2ccccc2)c(O)ccn1C1CCCCCCC1 | 8.3% | -1.7% | -1.4% | -0.0489 | -4.5%
-9.5% | -6.9% | -0.329 | -1.7% | 0.479 | -0.263 | -6.6% | O=C(C1CCN(S(=O)(=O)c2cccc3cccnc23)CC1)N1CCN(C2CCCC2)CC1 | 18.0% | -14.1% | -2.1% | 0.523 | 3.9%
2.6% | -7.2% | 0.0515 | 0.4% | -0.1 | -0.291 | -2.3% | O=C(NC1CCCCC1)N1CCCC(CNS(=O)(=O)Cc2ccccc2)C1 (stereo unspecified) | 4.2% | 4.8% | 7.8% | 0.628 | 10.7%
5.5% | -5.9% | 0.0604 | -4.4% | 0.408 | -0.205 | 0.6% | Cc1cccc2[nH]c3c(N4CCC5(CC4)OCCO5)ncnc3c12 | -3.7% | -38.4% | 1.7% | 0.852 | 10.8%
nt | -1.1% | 1.81 | nt | 1.24 | -0.112 | nt | CC(C)(C)c1ccc(-c2nc(N)nc(N)n2)cc1 | -0.7% | -4.1% | 14.2% | -1.72 | -3.1%
5.0% | -3.1% | 0.405 | -0.1% | -0.139 | -0.229 | 7.9% | CCc1ccc(NC2=NCC(c3ccccc3)S2)cc1 (stereo unspecified) | -1.7% | 2.1% | -8.7% | 0.744 | 3.5%
-15.1% | -1.1% | 0.25 | -7.1% | -0.00274 | -0.363 | -0.3% | Brc1ccc(-c2cnc(-c3cccs3)o2)cc1 | 0.5% | 3.7% | 6.7% | 0.594 | 4.4%
-6.3% | -0.8% | 1.38 | 0.0% | 0.426 | -0.222 | 1.1% | CCC(C)Nc1nc(OCC(F)(F)F)nc(OCC(F)(F)F)n1 (stereo unspecified) | 4.0% | -7.9% | 10.3% | -0.447 | -1.2%
6.9% | -5.4% | 2.08 | -2.0% | 1.26 | -0.0514 | 8.7% | CCCCCC1CC(/C(C)=N/NC(N)=O)OC1=O (stereo unspecified) | -2.0% | -3.3% | -8.6% | -1.3 | 0.0%
-0.9% | 2.4% | 0.42 | -4.5% | -0.0604 | -0.205 | 1.2% | Cc1ccc2c(c1)cc(CN(Cc1ccco1)C(=O)COc1ccccc1)c1nnnn12 | 0.0% | -2.7% | 14.0% | 0.258 | 2.4%
-0.1% | -4.2% | 0.0496 | 3.7% | 0.196 | -0.212 | -2.2% | CCCCCC(=O)NNC(=O)Cc1ccc([N+](=O)[O-])cc1 | -2.9% | -1.6% | -11.6% | -0.214 | 3.1%
1.8% | -5.5% | -0.388 | -9.3% | -0.135 | -0.25 | 4.3% | O=C(NCc1ccncc1)C(=O)NCC(c1ccccc1)c1ccccc1 | 0.4% | -0.8% | 2.5% | 0.728 | 3.8%
7.6% | -7.9% | 1.04 | -2.1% | -0.525 | -0.216 | 9.5% | O=C(CSc1nnc(Cn2cnc3ccccc32)o1)Nc1cccc2ccccc12 | 1.9% | 15.3% | -1.6% | -4.03 | 6.4%
4.6% | -5.4% | 0.876 | -0.5% | -0.275 | -0.294 | 4.0% | Cc1ccc(OCCOc2ccc(Br)cc2/C=N\NC(N)=O)cc1 | 11.7% | -16.7% | 23.0% | 0.588 | 3.1%
-6.7% | -3.0% | 2.72 | -4.0% | 1.8 | -0.0483 | -1.5% | CCN(C(=O)CSc1ccc2c(c1)OCCO2)C1CCS(=O)(=O)C1 (stereo unspecified) | -6.6% | -2.0% | 10.5% | -2.87 | 6.7%
4.5% | 1.4% | -0.458 | -5.2% | -0.0513 | -0.286 | 12.7% | CC(C)(C)OC(=O)N[C@H](Cc1ccccc1)C(=O)N1CCC(C(=O)O)CC1 | -4.8% | 32.2% | -1.1% | 0.167 | -2.4%
5.2% | -4.0% | -0.881 | -2.6% | 0.179 | -0.19 | 9.4% | CC1(C)Cc2cccc(OCC(O)CN3CCN(c4ccccn4)CC3)c2O1 (stereo unspecified) | 22.3% | 11.8% | -3.4% | 0.359 | -8.2%
nt | -2.2% | 0.567 | nt | 0.206 | -0.794 | nt | Cc1cccc(CNc2ccc(C(CC(N)=O)NC(=O)c3ccccc3)cc2[N+](=O)[O-])c1 (stereo unspecified) | 10.0% | -3.5% | 0.6% | -0.224 | 7.4%
-3.4% | -2.8% | -0.426 | -7.1% | 0.147 | -0.138 | 3.4% | O=C(Cn1c(=O)oc2ccccc21)c1ccccc1 | 0.5% | -10.5% | 6.6% | 1.98 | 3.7%
7.8% | -8.8% | -0.0234 | -21.2% | -0.00342 | -0.248 | 7.9% | O=C(NCC(O)c1ccc([N+](=O)[O-])cc1)c1cccc(S(=O)(=O)N2CCCC2)c1 (stereo unspecified) | -5.5% | 5.7% | -0.2% | 0.598 | 6.0%
9.0% | 4.2% | -0.00353 | -1.8% | 0.703 | -0.153 | 10.9% | C=CCn1c(NCCc2ccccc2)nc2c1c(=O)n(C)c(=O)n2C | -0.5% | 6.0% | 1.3% | 1.58 | 4.0%
5.4% | -6.3% | 1.84 | 0.5% | 0.892 | 0.227 | -4.2% | Cc1nc2[nH]c(=O)c3c(n2n1)NC1=C(C(=O)CC(C)(C)C1)C3c1ccc(F)cc1 (stereo unspecified) | -0.4% | -5.7% | 20.9% | -1.14 | 2.0%
nt | -5.9% | -0.236 | nt | -0.139 | -0.192 | nt | Cc1cc(NS(=O)(=O)c2ccc(NC(=O)CCSc3ccc(F)cc3)cc2)nc(C)n1 | 0.7% | 5.3% | -18.9% | 0.282 | 14.3%
5.2% | -5.2% | nt | -3.5% | nt | nt | 6.4% | N#Cc1c(C(F)(F)F)cc(-c2ccccc2Cl)[nH]c1=O | -0.4% | -257.5% | 7.9% | nt | 0.5%
2.9% | 6.2% | 0.213 | -11.7% | 0.338 | -0.254 | 6.7% | Cc1ccc(Cl)cc1N1CCN(C(=O)CSc2nnc3n2C(C)(C)Cc2ccccc2-3)CC1 | 7.0% | -2.9% | -9.4% | -0.0627 | 5.1%

Given with values under each structure: entries from further up.
The line under a structure holds: human PMI inhibition | LYP phosphatase | Dynein transport | XIAP displacement | Dynein transport nuclear GR-EGFP | Dynein transport cytoplasmic EGFP | human PMI inhibitors | SIAH1 antagonists | M17LAP inhibition | AID2073 | Dynein transport cell count | M1AAP inhibition
- CCCS(=O)(=O)N1CCN(c2cc3c(cc2[N+](=O)[O-])n(C)c(=O)n3C)CC1
 : -11.6% | -5.4% | 0.706 | -5.4% | 0.6 | -0.255 | 6.5% | -1.3% | -1.9% | -11.6% | -0.656 | 0.1%
- Cc1ccc(C)c2[nH]c(=O)c(C(c3nnnn3Cc3ccco3)N3CCc4ccccc4C3)cc12 (stereo unspecified)
 : 7.5% | -8.0% | -0.82 | -11.9% | -0.174 | -0.17 | 4.0% | 6.6% | 24.8% | 41.0% | -0.851 | 24.6%*
- CCn1c(=O)cc(SCC(=O)N2CCN(C)CC2)c2ccccc21
 : -7.1% | 1.2% | -0.0195 | -4.7% | 0.0559 | 0.0233 | -10.8% | 0.5% | -0.1% | 13.8% | 0.169 | -0.4%
- C/C(=N\N1CCN(Cc2ccccc2Cl)CC1)c1ccc([N+](=O)[O-])cc1
 : nt | -11.2% | 0.0474 | nt | 0.703 | -0.154 | nt | 0.7% | 0.9% | 1.8% | -2.09 | 3.4%

(more compounds)
human PMI inhibition | LYP phosphatase | Dynein transport | XIAP displacement | Dynein transport nuclear GR-EGFP | Dynein transport cytoplasmic EGFP | human PMI inhibitors | Molecule | SIAH1 antagonists | M17LAP inhibition | AID2073 | Dynein transport cell count | M1AAP inhibition
7.4% | -5.1% | -0.911 | -0.6% | -0.172 | -0.126 | -2.8% | CCC(=O)Nc1nonc1-c1nc2ccccc2n1CC(C)C | -1.6% | 3.9% | -4.9% | 0.0572 | -5.1%
nt | 2.1% | 0.486 | nt | -0.103 | -0.294 | nt | C=C1SC(=Nc2c(C)cc(C)cc2C)N(C(=O)c2sc3ccccc3c2Cl)C12CCCCC2 | 0.9% | -8.3% | 7.7% | -0.0685 | 2.4%
-4.5% | 0.6% | -0.559 | 1.5% | -0.0486 | -0.0163 | 2.8% | CN(C)CCNC(=O)c1coc(=O)c(Br)c1 | 0.0% | -89.6% | 8.1% | 0.844 | 11.2%
2.8% | 6.1% | 0.948 | -5.0% | 0.475 | -0.211 | 12.5% | CCOc1ccc2nc(SCC(=O)N3c4ccccc4Sc4ccccc43)c(C#N)cc2c1 | 8.2% | -11.4% | -2.4% | -0.858 | 2.8%
-6.9% | 1.7% | 0.474 | -4.7% | 0.565 | -0.104 | -3.8% | O=C1CC(c2ccccc2Cl)=NN(c2ncnc3ccccc23)C1=O | 0.4% | 19.3% | 14.4% | -0.0489 | 15.1%
-12.0% | 0.3% | -1.22 | -1.1% | -0.62 | -0.0897 | -8.5% | Cc1ccc(NC(=O)c2ccn(C(=O)Nc3ccccc3)n2)c(C)c1 | -6.2% | -7.6% | -4.4% | 0.71 | -3.3%
